mHTT CaM bind: disrupts binding of mutant huntingtin to calmodulin; 190,000 compounds, 3.6% hits; AlphaScreen His-mHTT/GST-CaM binding, luminescence; inhibition, % at 15 µM; P42858;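 note: 0% = both proteins with DMSO and 100% = one protein alone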
Target sequence (P42858 whole entry, looked up, stated change not applied): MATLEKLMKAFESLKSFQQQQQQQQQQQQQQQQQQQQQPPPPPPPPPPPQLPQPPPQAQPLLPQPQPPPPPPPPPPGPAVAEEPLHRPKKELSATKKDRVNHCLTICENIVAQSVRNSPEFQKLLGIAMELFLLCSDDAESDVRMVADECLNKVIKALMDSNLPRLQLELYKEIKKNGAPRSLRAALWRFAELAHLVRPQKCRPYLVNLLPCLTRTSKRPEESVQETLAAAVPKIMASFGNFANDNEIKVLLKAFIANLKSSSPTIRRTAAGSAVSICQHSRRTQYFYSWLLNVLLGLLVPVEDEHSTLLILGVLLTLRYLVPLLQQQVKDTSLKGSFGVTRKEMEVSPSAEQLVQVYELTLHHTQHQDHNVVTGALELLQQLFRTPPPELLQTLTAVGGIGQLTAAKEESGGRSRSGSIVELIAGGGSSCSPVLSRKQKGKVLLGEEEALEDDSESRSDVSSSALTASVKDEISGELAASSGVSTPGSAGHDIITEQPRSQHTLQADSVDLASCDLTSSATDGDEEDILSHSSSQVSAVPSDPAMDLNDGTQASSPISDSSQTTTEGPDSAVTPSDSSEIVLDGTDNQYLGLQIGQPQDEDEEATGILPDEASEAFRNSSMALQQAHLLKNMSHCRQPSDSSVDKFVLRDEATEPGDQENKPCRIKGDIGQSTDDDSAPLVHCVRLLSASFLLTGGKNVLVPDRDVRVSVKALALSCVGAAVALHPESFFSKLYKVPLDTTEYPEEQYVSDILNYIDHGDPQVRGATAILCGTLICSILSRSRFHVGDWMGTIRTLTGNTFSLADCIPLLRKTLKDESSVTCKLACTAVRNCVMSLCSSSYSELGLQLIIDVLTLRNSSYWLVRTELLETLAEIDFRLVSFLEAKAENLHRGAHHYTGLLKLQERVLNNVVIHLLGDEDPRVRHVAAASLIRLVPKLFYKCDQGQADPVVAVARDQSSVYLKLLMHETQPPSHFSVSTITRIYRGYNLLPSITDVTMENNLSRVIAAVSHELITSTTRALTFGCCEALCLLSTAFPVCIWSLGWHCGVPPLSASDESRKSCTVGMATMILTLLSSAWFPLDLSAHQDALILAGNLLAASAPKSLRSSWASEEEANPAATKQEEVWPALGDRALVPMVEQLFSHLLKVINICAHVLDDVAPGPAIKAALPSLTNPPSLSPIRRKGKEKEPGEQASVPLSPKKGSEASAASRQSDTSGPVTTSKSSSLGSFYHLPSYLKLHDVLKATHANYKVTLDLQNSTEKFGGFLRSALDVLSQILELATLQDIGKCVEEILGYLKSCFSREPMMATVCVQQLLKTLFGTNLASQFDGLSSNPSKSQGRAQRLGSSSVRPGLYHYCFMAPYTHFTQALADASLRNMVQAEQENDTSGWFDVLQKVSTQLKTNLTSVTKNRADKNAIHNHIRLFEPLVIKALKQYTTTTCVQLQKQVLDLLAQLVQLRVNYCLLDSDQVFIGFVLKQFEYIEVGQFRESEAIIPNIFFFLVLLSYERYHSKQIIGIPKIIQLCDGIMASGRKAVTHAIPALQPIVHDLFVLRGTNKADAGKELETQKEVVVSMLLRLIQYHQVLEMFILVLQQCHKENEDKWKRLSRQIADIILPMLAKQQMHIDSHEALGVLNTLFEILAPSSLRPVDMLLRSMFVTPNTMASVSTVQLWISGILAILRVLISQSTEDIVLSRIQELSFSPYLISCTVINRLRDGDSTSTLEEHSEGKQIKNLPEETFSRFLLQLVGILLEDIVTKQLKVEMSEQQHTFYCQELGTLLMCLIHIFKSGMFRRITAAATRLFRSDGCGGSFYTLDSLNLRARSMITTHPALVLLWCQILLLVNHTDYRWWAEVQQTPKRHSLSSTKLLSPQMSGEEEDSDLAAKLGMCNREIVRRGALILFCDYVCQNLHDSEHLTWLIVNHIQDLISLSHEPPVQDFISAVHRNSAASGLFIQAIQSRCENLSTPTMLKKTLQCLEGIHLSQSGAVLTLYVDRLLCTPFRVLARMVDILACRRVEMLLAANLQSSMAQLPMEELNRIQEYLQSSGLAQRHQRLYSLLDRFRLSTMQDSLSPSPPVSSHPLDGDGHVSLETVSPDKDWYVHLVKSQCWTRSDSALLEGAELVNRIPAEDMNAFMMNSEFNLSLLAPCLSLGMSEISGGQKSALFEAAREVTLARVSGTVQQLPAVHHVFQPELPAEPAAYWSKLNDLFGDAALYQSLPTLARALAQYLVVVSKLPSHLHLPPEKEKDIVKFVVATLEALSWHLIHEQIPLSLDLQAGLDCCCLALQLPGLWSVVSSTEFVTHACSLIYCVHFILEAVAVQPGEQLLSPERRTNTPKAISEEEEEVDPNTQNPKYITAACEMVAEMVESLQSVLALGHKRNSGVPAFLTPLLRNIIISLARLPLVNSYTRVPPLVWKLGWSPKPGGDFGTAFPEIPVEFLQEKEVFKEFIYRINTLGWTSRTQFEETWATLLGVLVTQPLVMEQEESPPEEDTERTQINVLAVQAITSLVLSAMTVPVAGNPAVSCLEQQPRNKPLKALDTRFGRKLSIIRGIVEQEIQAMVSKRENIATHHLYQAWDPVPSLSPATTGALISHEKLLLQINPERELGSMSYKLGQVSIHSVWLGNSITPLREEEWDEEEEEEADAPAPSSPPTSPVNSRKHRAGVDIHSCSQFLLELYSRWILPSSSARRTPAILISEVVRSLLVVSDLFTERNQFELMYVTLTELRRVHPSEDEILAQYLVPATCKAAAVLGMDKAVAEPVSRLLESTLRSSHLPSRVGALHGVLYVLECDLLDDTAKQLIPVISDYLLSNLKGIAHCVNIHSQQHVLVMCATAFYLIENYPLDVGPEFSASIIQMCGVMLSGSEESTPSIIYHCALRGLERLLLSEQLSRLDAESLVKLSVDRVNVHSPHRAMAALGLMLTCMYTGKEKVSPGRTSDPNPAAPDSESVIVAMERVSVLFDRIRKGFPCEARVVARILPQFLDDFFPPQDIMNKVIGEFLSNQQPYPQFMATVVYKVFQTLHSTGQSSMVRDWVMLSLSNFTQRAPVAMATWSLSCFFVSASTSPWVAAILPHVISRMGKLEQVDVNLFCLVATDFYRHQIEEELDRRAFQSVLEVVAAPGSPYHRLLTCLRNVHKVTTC
Pf apPOL block: Pf-apPOL DNA polymerase inhibition; Recombinant Pf-apPOL, molecular beacon fluorescence, 1.5 h; inhibition, % at 10 µM; 210,000 compounds, 0.25% hits; AID 1794808
* hit, by the source's call; i = inactive; / = not tested or not shown; & = joins results of further samples. Cut-off read from the data, not from the text of the source: active = inhibition above about 50%; inactive = the rest. This is a random part of the collection (roughly 3.6% active in at least one column).

SMILES	mHTT CaM bind	Pf apPOL block
O=C1C(=O)N2C(=C1C(=O)N1CCCCC1)c1ccccc1CC21CCCC1	3	0
C/C(=N\NC(=O)c1ccoc1C)C(C)(C)C	i	/
O=C(CN1C(=O)c2ccccc2C1=O)Nc1ncn[nH]1	8&0	-3&4
Cc1cc(C)cc(C(=O)N2CCCC(C(=O)Nc3cc(F)ccc3F)C2)c1 (centres undefined)	-5	3
C=CCNc1nc(Cl)nc(Nc2ccc(OC)cc2OC)n1	5	-2
CCc1ccc(OCCNC(=O)c2cc(SC)ccc2Cl)cc1	-9	1
CCN(Cc1cc(-c2ccc(F)cc2)on1)C(=O)C1CC1	-3	0
CCC(C)NC(=O)C1Cc2ccccc2N2CCN(c3cccc(OC)c3)CC12 (centres undefined)	30	-1
O=C(COc1ccc(Cl)cc1)N1CCN(c2nc(CN3CCCCC3)cs2)CC1	50*	-3
O=C(Nn1cnc2c(cnn2-c2ccccc2)c1=O)C1CC(=O)N(c2ccccc2)C1 (centres undefined)	-5	-6
Cc1ccc(S(=O)(=O)Cc2csc(N3CCOCC3)n2)cc1	/	-15
CCCC(=O)N1CCC[C@]2(CC[C@@H](CCC(=O)N(CC)CC)O2)C1	-11	-4

Entries of single compounds, looked up by structure. Screens in order: mHTT CaM bind, Pf apPOL block
Cc1cc(C)cc(C(=O)N2CCCC(C(=O)Nc3cc(F)ccc3F)C2)c1 (centres undefined) is listed with -5, 3
O=C1C(=O)N2C(=C1C(=O)N1CCCCC1)c1ccccc1CC21CCCC1 is listed with 3, 0

Part of the list above, in CSV form:
Structure,mHTT CaM bind,Pf apPOL block
O=C(Nn1cnc2c(cnn2-c2ccccc2)c1=O)C1CC(=O)N(c2ccccc2)C1 (centres undefined),-5,-6
Cc1ccc(S(=O)(=O)Cc2csc(N3CCOCC3)n2)cc1,/,-15
CCCC(=O)N1CCC[C@]2(CC[C@@H](CCC(=O)N(CC)CC)O2)C1,-11,-4

(next part)
SMILES	mHTT CaM bind	Pf apPOL block
COc1cc(C(=O)Nc2c3c(nn2-c2ccc(C)cc2C)CS(=O)(=O)C3)cc(OC)c1OC	-2	-2
CCN(CC)CC(O)COc1cc(C(F)(F)F)ccn1 (centres undefined)	/	-13
O=C(Cc1ccc(Cl)cc1)NCCOc1ccc(-c2cccs2)nn1	-6	-1
CN(CCCNC(=O)C1CCN(c2ccncc2)CC1)C1CCCCC1	-2	-4
CC(Cl)C(=O)Nc1c(Cc2ccccc2)nc2ccccn12 (centres undefined)	44	72*
COC(=O)C1CN(Cc2cn(Cc3ccc(Cl)cc3)nn2)CCS(=O)(=O)N1Cc1ccc(Cl)cc1 (centres undefined)	25	-5
Cc1ccc(C)c(OCC(=O)Nc2ccc(S(=O)(=O)N3CCOCC3)cc2)c1	-2	-4
O=C(Nc1ccccc1C(=O)Nc1ccccc1I)c1ccccc1	2	-6
CC1CCC2(CC1)OCC(C(=O)NC1CCN(C)CC1)N2C(=O)C1CCCC1 (centres undefined)	-4	-6
COc1nc(NS(=O)(=O)c2ccc(C)cc2)nc(C)c1Cl	3	-1
Cc1nnc2n1CCN(Cc1csc3c1CCCC3)C2	6	0
CSc1ccc(CNC(=O)C2CCN(c3nnc(-c4ccc(C)cc4)o3)CC2)cc1	23	0
CCn1cc2c3c(cccc31)CN(C(=O)CC(C)C)CC2	40	-4
CCc1ccccc1NC(=O)CN1CCC(c2nc(-c3cccs3)no2)CC1	10	-6
Cc1cccc2nnc(N3CCCC(C(=O)NC4CCCC4)C3)n12 (centres undefined)	-2	0
COc1ccc(C(=O)Nc2c3c(nn2-c2ccc(C)cc2C)CS(=O)(=O)C3)cc1OC	11	1
O=C(Nc1nnc(-c2ccsc2)o1)C1(c2ccccc2)CCOCC1	100*	-149
CC(C)CN1CCn2cc(C(=O)N3CCN(c4ccccc4F)CC3)nc2C1	38	-9
CN1CCOc2ccc(NC(=O)Nc3cccs3)cc2C1=O	15	6
Cc1ccc(CN2CCc3nc(Nc4ccc5c(c4)OCCO5)ncc3C2)cc1	73*	-2
Cc1cc(C)c(-c2ccc(=O)n(CC(=O)Nc3ccc4c(c3)OCCO4)n2)cc1C	12	-4
Cc1ccc(S(=O)(=O)Nc2cc(Cl)c3oc4c(c3c2)C(=O)CCC4)c(C)c1	4	-1
NS(=O)(=O)c1cccc(C(=O)Nc2ccccc2C(=O)O)c1	0	-14
O=C(NCCO)c1ccc(CSc2nc3ccccc3[nH]2)cc1	-2	-13
Cc1cc(OCC(=O)Nc2ccccc2F)ccc1Cl	-22	-12
COc1cccc(NC(=O)CN2C(=O)C(c3ccc(C)cc3)=NC23CCCCC3)c1	3	-15
CCc1nc(-c2ccccc2)nc(C)c1C	-10	-12
COc1ccc(C=NNc2nc(C)cc(=O)[nH]2)c(OC)c1	/	-3
O=C(O)c1cn[nH]c1-c1ccc(F)cc1	-2	1
CSc1ccccc1-c1nnc(NC(=O)c2ccccc2F)o1	11	3
Cc1ccc(-c2nc3ccccc3s2)cc1NC(=O)c1cccnc1	6	-2
O=C1CSC(=Nc2ccccc2F)N1c1ccccc1F	/	-10
COc1ccc(-c2coc3cc(OC(=O)C(C)C)ccc3c2=O)cc1	-5	0
CN(Cc1ccccc1)Cc1nc(C=Cc2cc(C(F)(F)F)cc(C(F)(F)F)c2)no1	/	3
CC12C=CC(C)(O1)C1C(=O)NC(=O)C12 (centres undefined)	-3	/
Cc1c(CC(C)C)nc(N)c(C#N)c1-c1ccccc1Cl	-11	-1

Looked up above:
COc1ccc(-c2coc3cc(OC(=O)C(C)C)ccc3c2=O)cc1 @ Pf apPOL block: 0
COc1ccc(C=NNc2nc(C)cc(=O)[nH]2)c(OC)c1 @ Pf apPOL block: -3
Cc1c(CC(C)C)nc(N)c(C#N)c1-c1ccccc1Cl @ Pf apPOL block: -1
COc1cccc(NC(=O)CN2C(=O)C(c3ccc(C)cc3)=NC23CCCCC3)c1 @ Pf apPOL block: -15
Cc1ccc(-c2nc3ccccc3s2)cc1NC(=O)c1cccnc1 @ mHTT CaM bind: 6

Reformatted: two of the compounds above
Structure,mHTT CaM bind,Pf apPOL block
O=C(O)c1cn[nH]c1-c1ccc(F)cc1,-2,1
CC12C=CC(C)(O1)C1C(=O)NC(=O)C12 (centres undefined),-3,/

Remaining list, next part
SMILES	mHTT CaM bind	Pf apPOL block
O=C(Nc1ccc(Cl)c(Cl)c1)N1CCSC1c1ccco1 (centres undefined)	16	9
O=C(CCCCCn1nnc2ccccc2c1=O)N1CCN(C(=O)c2ccco2)CC1	12	-4
CC(=O)n1cc(C(C[N+](=O)[O-])SCc2ccccc2)c2ccccc21 (centres undefined)	46&41	-6&4
CC(C)(C)c1ccc(C(=O)N2CCOCC2)cc1	-2	-5
O=C(Cc1ccccc1[N+](=O)[O-])Nc1ncn[nH]1	20	-2
O=C1Nc2ccccc2C1=Nc1cccc(S(=O)(=O)Nc2ccccc2)c1	4	-6
O=S(=O)(c1ccc(Cl)cc1)N1CCN(c2ccc(Cl)cc2)CC1	-2	2
Cc1ccc(OCC(=O)N2CCN(C(=O)c3cccc(Cl)c3)CC2)cc1	9	2
CC(C)(C)c1ccc(C(=O)N2CCc3nc(-c4cccc(F)c4)[nH]c(=O)c3C2)cc1	5	5
O=C(O)CC1(CC(=O)Nc2ccc(N3CCOCC3)c(Cl)c2)CCCCC1	/	-10
Cn1nc(-c2nc(C3CC3)no2)c2c1CCN(S(=O)(=O)Cc1ccccc1)C2	1	-1
CC1C(=O)N(Cc2cn(CCC3OCCCO3)nn2)CCS(=O)(=O)N1Cc1ccc(-c2ccc(F)nc2)cc1 (centres undefined)	15	-14
CCc1ccc(CNC(=O)CN2C(=O)C3CCCN3C(=O)c3ccc(F)cc32)cc1 (centres undefined)	7	-3
N=C(N)SCc1cc2ccccc2o1	/	-1
CN1CCC(OCCCNc2nc(C3CC3)nc3c2CCC3)CC1	5	-12
COc1ccccc1-c1noc(C2CCCN2C(=O)Nc2cc(C)ccc2C)n1 (centres undefined)	10	0
CCOc1ccccc1NC(=O)C(=O)NCc1ccccc1OC	-3	0
Cc1oc(C2CCN(C(=O)Nc3cccc(F)c3C)CC2)nc1C(=O)N1CCCC1	14	-4
O=C(Nc1c2c(nn1-c1ccc(Cl)cc1)CS(=O)(=O)C2)C1CCCCC1	5	-5
CCOc1ccccc1C1N(c2ccc(OC)cc2)C(=O)C2CCCN21 (centres undefined)	4	-3
O=C(CN1CCCCC1c1nc(-c2cccs2)no1)NCc1ccccc1 (centres undefined)	-2	4
Cn1cnc(S(N)(=O)=O)c1	/	-9
COc1ccc(CCNC(=O)C2CN(S(C)(=O)=O)CC23CCCCC3)cc1OC (centres undefined)	-2	4
O=C(C[n+]1cccc(/C=N/O)c1)NC(=O)Nc1ccccc1	i	0
CCOc1ccc(C(=O)Nc2ccc(O)c(-c3nc4ccccc4o3)c2)cc1[N+](=O)[O-]	6	-4
COC(=O)c1ccccc1NC(=O)c1noc2c1CCC2	8	-1
C=C(C)c1ccccc(=O)c1O	/	-5
NC(=O)C1CCN(C(=O)Cc2csc(SCC(=O)Nc3ccc(F)cc3)n2)CC1	-13	-2
CC(C)CCNC(=O)c1ccc(C(C)C)cc1	-9	-4
NC(=S)NN=Cc1ncc(C(F)(F)F)cc1Sc1ccc(Cl)cc1	/	-5&-5
CC1CCN(C(=O)c2cnn3c(-c4ccc(C(C)C)cc4)ccnc23)CC1	-16	-9
O=C(c1ccccc1Cl)N1CCCC(c2nnc(-c3cccs3)o2)C1 (centres undefined)	-9	-5
CSc1nnc(-c2nn(C)c3c2CN(C(=O)CCc2ccccc2)CC3)n1C	2	-7
CCN(CC)C(=O)c1cc2c(s1)CCC(C(=O)NCc1cccs1)C2 (centres undefined)	1	-3
Cc1c(C(=O)Nc2sc3c(c2C(N)=O)CCCCCC3)cccc1[N+](=O)[O-]	14	-1
CC(C)(C)C(=O)Nc1ccncc1	/	6
Cc1nc(Nc2ccc(S(N)(=O)=O)cc2)oc1C	-1	2
CNc1nc2c(c(=O)[nH]c(=O)n2C)n1CC(O)COc1ccc(Cl)cc1 (centres undefined)	-2	7
COc1ccc(NS(=O)(=O)c2c(C)cc(C)c([N+](=O)[O-])c2C)cc1	7	4
COc1cccc(CNC(=O)C2(C)CCCN(C(=O)Nc3cccc(OC)c3)C2)c1 (centres undefined)	-1	0
O=C(Nc1ccccc1)N1CCn2cccc2C1Cc1ccccc1 (centres undefined)	28	-9
Clc1ccc(-c2nc(NCc3ccco3)c3ccccc3n2)c(Cl)c1	14	-1
CSC(=C(C#N)S(=O)(=O)c1ccc(Cl)cc1)N1CCSCC1	/	4
COC(=O)C1=C(N)Oc2cc(C)oc(=O)c2C1c1ccc(Cl)cc1 (centres undefined)	3	4
O=C1c2ccccc2-c2c1cccc2C(=O)N1CCOCC1	-2&-2	3&8
Cc1ccc(-c2noc(-c3c(O)c4ccc(F)cc4[nH]c3=O)n2)cc1	-4	-3
CCC(=O)NCC1Cc2cc(Oc3ccccc3)ccc2O1 (centres undefined)	-2	-4
C#CCOc1ccc(/C=C2\C(=O)ON=C2C)cc1OC	22	-3
CCCCc1ccc(N=Cc2nc(-c3ccc(Br)cc3)oc2O)cc1	-5	-7
COc1ccccc1CCC(=O)N1CCC2(C1)Nc1cccnc1NC2=NC(C)(C)C (centres undefined)	20	-7
Fc1ccc(Br)cc1C=Nc1ccc2c(c1)OCCOCCOCCOCCO2	-1	-6
N#CCC[C@H]1CC[C@]2(CCCN(C(=O)c3ccc4ccccc4n3)C2)O1	-5	-10
O=C(O)c1ccc(S(=O)(=O)c2ccc3c(c2)C(=O)N(Cc2cccnc2)C3=O)cc1	2	-2
O=C(Nc1ccc(Br)cc1F)c1ccc(-c2ccc([N+](=O)[O-])cc2)o1	38	-23
N#CCCN(Cc1ccco1)C(=O)Nc1ccc(OC(F)(F)F)cc1	/	-7&-11
Cc1cc(C2CCCN2C(=O)NCc2ccc(F)cc2)on1 (centres undefined)	1	6
CC(=O)N1CCc2cc(S(=O)(=O)Nc3ccc(Br)cc3C)ccc21	15	-4
COc1ccc(-c2c(C)oc3c(C)c(O)ccc3c2=O)cc1	6	-4
COc1ccc(/C=C2/SC(N3CCCCC3)=NC2=O)c(OC)c1	16	0
CCCCC(=O)Nc1onc2c1CC(C)CC2 (centres undefined)	-10	0
Continuation:
SMILES	mHTT CaM bind	Pf apPOL block
O=C(CSc1nnc(NC(=O)c2ccccc2[N+](=O)[O-])s1)NCc1ccco1	-6	2
Cc1ccc(/C=C/C2=NC(=C\c3cccc(F)c3)/C(=O)O2)cc1	11	-3
CC1=NN(C(=O)C(C)C)C(O)(c2ccc(Br)cc2)C1 (centres undefined)	21	-1
O=[N+]([O-])c1c(Sc2nnnn2C2CCCCC2)ncnc1Sc1nnnn1C1CCCCC1	0	/
COc1ccc(-c2coc3c4c(ccc3c2=O)OCN(C(C)c2ccccc2)C4)cc1 (centres undefined)	11	-15
CC1(C)Cc2c(C#N)c(N)n(-c3ccccc3)c(=O)c2CO1	-5	1
O=C(NCc1ccccc1Cl)C(=O)NC1CC1	-2	-6
CCCCN1CC(N2CCCCC2)CS1(=O)=O (centres undefined)	-11	0
Cc1nn(C)c2c(N3CCCC(C(=O)NCc4cccc(Br)c4)C3)nccc12 (centres undefined)	1	-6
CC(C)C(=O)N1CCCC1c1nc2cc(-c3ccc(F)cc3F)ccc2o1 (centres undefined)	25	-2
CC(=O)N(c1ccccc1)C1SC(=O)N(c2ccc(C)cc2)C1=O (centres undefined)	39	-4
O=C(CCS(=O)(=O)Cc1cccc(Cl)c1)NCCc1ccc(Cl)cc1	-6	-12
COc1ccccc1C(=O)N1CCC(c2ccn3ncc(C(=O)N4CCCCC4)c3c2)CC1	7	0
O=C(NCc1ccc(Cl)c(Cl)c1)O[C@H]1CC[C@@]23CCCN2C(=O)CCC[C@H]3C1	-4	-11
Cc1ccc(NC(=O)/C=N/OC(=O)Nc2ccc(Cl)cc2)cc1	i	-3
CCN1c2ccccc2C(=O)NC12CCN(C(=O)c1ccc(C(F)(F)F)cc1)CC2	-10	-1
Cc1cc(NC(=O)c2ccc(Br)o2)ccc1NC(=O)c1cc2ccccc2o1	-1	6
